High-throughput results: PubChem, several laboratories
DNMT1 block: human DNMT1 methyltransferase inhibitors, primary screen, biochemical, molecular beacon, fluorescence, HinP1I cleavage, uHTS; DNA (cytosine-5)-methyltransferase 1 (Homo sapiens), P26358; inhibition (reported as % activation of signal), % at 10 µM; actives 0.83% (n = 360,000); in the data active = inhibition above about 50%
Rin1-Abl PPI inh: inhibitors of Rin1-Abl protein binding, primary screen, biochemical, TR-FRET; Tyrosine-protein kinase ABL1 (Homo sapiens) + Ras and Rab interactor 1 (Homo sapiens), …; actives 0.4% (n = 360,000); inhibition, % at 7.35 µM; in the data active = inhibition above about 5%, passing the limit was not always enough
SUMO1 PPI mod: modulators of SUMO1 protein-protein interactions, primary screen, biochemical, uHTS | Small ubiquitin-related modifier 1 (Homo sapiens), P63165 | inhibition, % at 20 µM | actives 0.33% (n = 360,000) | SUMO1 binding to a labelled peptide, TR-FRET, 1 h; in the data active = inhibition above about 37%
Target sequence (P63165 whole entry, looked up): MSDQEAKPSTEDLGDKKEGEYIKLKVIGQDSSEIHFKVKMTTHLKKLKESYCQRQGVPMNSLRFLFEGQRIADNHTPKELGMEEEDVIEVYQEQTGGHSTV
Scp-1 inhibitor: Scp-1 phosphatase inhibitors, primary screen, biochemical, colorimetric, uHTS; Recombinant Scp1, phosphopeptide, malachite green phosphate absorbance; inhibition, % at 20 µM; actives 0.88% (n = 340,000); AID 493091, 2011;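 active = inhibition above about 50% at 20 µM, limit read from the data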;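 also: plate controls were DMSO wells with enzyme for no effect and wells lacking enzyme for full effect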
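Incubation: 45 min enzyme reaction at room temperature / System: truncated SCP-1 phosphatase (76-261aa) / Reagent: Phospho 17-mer peptide substrate / Buffer or medium: Acidic Tris acetate buffer with magnesium and detergent / Signal: absorbance at 630 nm / Doses: one concentration, 20 µM, with 1.0% DMSO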
STEP inh: STEP phosphatase inhibitors, primary screen, biochemical, fluorescence intensity, uHTS. Tyrosine-protein phosphatase non-receptor type 5 (Homo sapiens), P54829. recombinant STEP, OMFP fluorogenic substrate. inhibition, % at 20 µM. actives 0.25% (n = 360,000). AID 588621, 2011;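 active = inhibition at 20 µM, scaled per plate between control wells, above about 37%, limit read from the data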;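 also: 0% = DMSO with enzyme and substrate and 100% = substrate only without enzyme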
Target sequence (P54829 whole entry, looked up): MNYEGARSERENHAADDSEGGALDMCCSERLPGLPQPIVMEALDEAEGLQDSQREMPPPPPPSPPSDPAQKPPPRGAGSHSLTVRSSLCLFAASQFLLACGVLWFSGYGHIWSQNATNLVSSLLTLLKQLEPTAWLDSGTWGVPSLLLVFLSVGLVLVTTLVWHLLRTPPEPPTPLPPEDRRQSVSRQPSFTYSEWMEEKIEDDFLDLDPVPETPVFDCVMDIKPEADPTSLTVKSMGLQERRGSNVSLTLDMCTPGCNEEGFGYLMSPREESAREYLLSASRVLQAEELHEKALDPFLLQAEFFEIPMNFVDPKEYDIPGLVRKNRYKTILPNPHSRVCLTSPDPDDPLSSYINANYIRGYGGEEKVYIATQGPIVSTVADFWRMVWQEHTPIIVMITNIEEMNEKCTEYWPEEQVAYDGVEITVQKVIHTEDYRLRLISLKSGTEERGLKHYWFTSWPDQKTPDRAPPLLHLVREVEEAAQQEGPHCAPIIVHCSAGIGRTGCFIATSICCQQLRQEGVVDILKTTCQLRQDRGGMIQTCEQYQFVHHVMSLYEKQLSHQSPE
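System: isolated STEP enzyme; schedule: 20 min enzyme reaction at room temperature, protected from light; medium: Bis-Tris buffer pH 6.0, 2.5 mM DTT, 0.005% Tween 20; signal: fluorescence, 480/540 nm; dosing: single compound dose of 20 µM, 1% DMSO final; also added: OMFP substrate, 25 µM final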
CSN inh: inhibitors of CSN-mediated cullin deneddylation, primary screen, biochemical, fluorescence polarization, uHTS; Purified CSN, SCF-Nedd8-OG deneddylation; inhibition, % at 12.5 µM; actives 0.38% (n = 360,000);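 active = pattern-corrected inhibition above about 35%, with an unprinted fluorescence ratio check between 0.5 and 1.5, limit read from the data, passing the limit was not always enough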;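 also: 0% = enzyme with substrate and 100% = substrate without enzyme; some results filed as inactive read as strong as hits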
Target sequence (Q92905 whole entry, looked up, one chain of several): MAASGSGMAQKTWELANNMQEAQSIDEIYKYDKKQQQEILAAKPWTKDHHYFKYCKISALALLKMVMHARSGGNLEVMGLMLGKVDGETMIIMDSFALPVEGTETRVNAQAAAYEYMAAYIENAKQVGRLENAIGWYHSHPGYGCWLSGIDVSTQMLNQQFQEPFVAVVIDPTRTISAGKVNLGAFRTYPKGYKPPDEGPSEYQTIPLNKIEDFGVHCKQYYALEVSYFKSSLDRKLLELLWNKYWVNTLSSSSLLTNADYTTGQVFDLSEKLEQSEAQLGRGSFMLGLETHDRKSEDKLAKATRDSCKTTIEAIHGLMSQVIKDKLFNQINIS
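Test system: Human Csn5 produced in HEK293T cells | Compound: 12.5 µM single point | Times: 90 min, room temperature | Signal: Fluorescence polarization readout | Read-out basis: % inhibition of substrate cleavage by Csn5 | Controls: no-enzyme wells high, enzyme-with-substrate wells low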
Rpn11 block: Rpn11 (PSMD14) deubiquitinase inhibitors, primary screen, biochemical, fluorescence polarization, uHTS. human 26S proteasome, Ub4-pepOG fluorescence polarization; 20S core pre-blocked with epoxomicin. AID 588493, 2011. 26S proteasome non-ATPase regulatory subunit 14 (Homo sapiens), O00487. actives 0.59% (n = 360,000). calls only at 20 µM;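 active = inhibition at 20 µM, scaled to each plate's controls, above about 33%, limit read from the data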
LMPTP block: LMPTP phosphatase inhibitors, primary screen, biochemical, fluorescence intensity, uHTS | inhibition, % at 20 µM | actives 0.22% (n = 360,000) | recombinant LMPTP-A, OMFP fluorogenic substrate | AID 651560, 2012 | Low molecular weight phosphotyrosine protein phosphatase (Homo sapiens), P24666;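 active = compounds that cut the enzyme signal by at least half of the control window in the single-dose screen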;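 also: plate controls were DMSO wells with enzyme plus substrate for no effect and substrate without enzyme for full effect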
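Material: LMPTP-A; amount: 0.625 nM enzyme; doses: single 20 µM dose; times: reaction 50 min, room temperature, dark; technique: fluorescence intensity of OMFP turnover product; benchmarks: no-enzyme and uninhibited controls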
Neddylation inh: inhibitors of cullin neddylation, primary screen, biochemical, TR-FRET, uHTS, NAE and Ubc12. NEDD8-conjugating enzyme Ubc12 (Homo sapiens) + NEDD8-activating enzyme E1 regulatory …. calls only at 25 µM. actives 0.58% (n = 360,000). AID 651699, 2012; in the data active = inhibition above about 36%
NadD block: inhibitors of S. aureus NadD, primary screen, biochemical, colorimetric, uHTS; Nicotinate-nucleotide adenylyltransferase NadD (Staphylococcus aureus N315); AID 602399, 2012; inhibition, % at 20 µM; actives 0.78% (n = 360,000); purified NadD enzyme, colorimetric absorbance read-out; in the data active = inhibition above about 26%; also: some compounds past the cut are filed as inactive
Active calls of the source: *; i = inactive; . = not tested or not shown; + = active, no number; & = joins results of further samples. Compounds as they come; overall some 3.8% were active at least once.

SMILES	DNMT1 block	Rin1-Abl PPI inh	SUMO1 PPI mod	Scp-1 inhibitor	STEP inh	CSN inh	Rpn11 block	LMPTP block	Neddylation inh	NadD block
CC(=O)C1=C(O)C(=O)N(c2ccc(Br)cn2)C1c1cccc([N+](=O)[O-])c1 (stereo not drawn)	5.1	1.0	-11.4	2.7	1.1	6.7	i	1.5	i	1.7
Cc1ccc(NC(=O)c2cc(-c3ccccc3)n[nH]2)cc1	-1.2	-1.1	5.4	-1.9	-0.5	1.0	i	-1.4	i	-5.0
Cn1c(C(=O)NCCCN2CCN(c3ccccc3F)CC2)cc2c(=O)n(C)c3ccccc3c21	0.8	-0.8	4.4	-8.0	-0.8	2.1	i	14.8	i	4.7
O=C(NCc1cccc(Cl)c1)c1ccc(S(=O)(=O)Nc2cccc(C(F)(F)F)c2)cc1	-25.8	-0.7	6.8	-20.5	-6.6	4.8	i	3.6	i	-5.9
CSCCC(NC(=O)COc1ccccc1)C(=O)OCC(=O)c1cc2ccccc2o1 (stereo not drawn)	-8.2	-0.7	-7.1	-12.3	-1.4	-1.0	i	0.7	i	4.9
COc1ccc(OCC(O)CNC(=O)Nc2ccccc2)cc1 (stereo not drawn)	1.9	-2.0	1.0	-9.5	1.0	2.2	i	-1.0	i	-0.7
CCOC(=O)C1=C(c2ccccc2)NC(=O)NC1c1ccc(OC)cc1 (stereo not drawn)	-0.4	-6.0	1.1	-4.2	-1.2	107.3*	i	-2.2	i	-1.0
Cc1ccc2nc(-c3cccnc3)c(NC3CCCCC3)n2c1	6.3	3.7	-1.6	5.7	1.5	3.9	i	-0.5	i	0.9
CCOc1nc2c(c(-c3cccs3)c1C#N)Cc1ccccc1-2	34.7	1.2	0.9	7.4	2.1	2.9	i	-0.3	i	1.2
CCC(CC)C(=O)Nc1cccc(C(=O)Nc2ccc3c(c2)OCO3)c1	-9.2	-1.5	-0.2	-4.0	-0.2	-6.3	i	0.0	i	-8.4
O=C(CCCN1C(=O)CCC1=O)Nc1ccc(Br)cc1F	0.1	-0.8	4.7	-1.1	-2.2	-1.3	i	-0.4	i	-3.9
Cc1ccc(CNC(=O)C2CCCN(S(=O)(=O)c3c(C)[nH]c(=O)[nH]c3=O)C2)cc1 (stereo not drawn)	-3.2	-4.8	-2.2	-14.0	-0.3	-5.6	i	0.5	i	0.0
O=C(NCc1cccnc1)C1CCC(CNS(=O)(=O)c2cccc3nsnc23)CC1 (stereo not drawn)	-0.4	-6.2	-19.7	-10.7	-1.9	2.9	i	0.1	i	-1.1
CC(C)(C)C1CCC(OC(=O)C[N+]2(C)CCCC2)CC1 (stereo not drawn)	-0.6	1.5	-0.1	1.8	0.5	-2.6	i	-0.5	i	7.7
C=CCOC(=O)Nc1nc(CCNC(=O)OC(C)(C)C)c(C(=O)O)s1	.	.	1.3	.	.	-2.2	.	-2.6	i	.
Cc1cc(C(=O)OCC(=O)NCc2ccccc2Cl)c(C)o1	6.1	2.5	2.7	-8.3	-3.0	-3.9	i	0.7	i	-6.9
Cc1cc(C(=O)N2CCCC(CO)(Cc3ccc(F)cc3)C2)c(C)o1 (stereo not drawn)	-3.5	-3.1	-1.6	-4.8	3.4	2.8	i	-0.4	i	0.2
Cc1nc2c3cc(F)ccc3n(Cc3ccc(F)cc3)c2s1	-10.4	3.8	1.1	1.2	0.9	5.5	i	3.2	i	3.7
COc1ccccc1Oc1nc2ccccn2c(=O)c1/C=C(\C#N)C(=O)Nc1c(C)n(C)n(-c2ccccc2)c1=O	-6.9	-1.8	-10.0	-7.2	-0.8	1.7	i	0.1	i	-2.8
CC(C)CN(C(=O)CCc1ccccc1Cl)c1c(N)n(Cc2ccccc2)c(=O)[nH]c1=O	-3.5	2.9	0.9	-9.5	-2.1	0.4	i	-0.8	i	6.1
CN1CCN(CC(=O)N2c3ccccc3Sc3ccccc32)CC1	-0.4	-2.4	-0.5	-4.2	1.4	-0.7	i	-0.3	i	-3.8
COc1cccc(NC(=O)CN(C)C(=O)c2ccc3[nH]c4c(c3c2)CC(C)CC4)c1 (stereo not drawn)	-1.0	-1.1	3.7	-4.0	3.1	-6.5	i	2.4	i	3.3
CCOC(=O)c1cc(C(=O)OCC)c2cccc(C)n2c1=O	-4.0	-1.3	-13.2	-6.7	-1.1	5.6	i	-0.8	i	-2.4
Cc1cc(C(=O)NCCC2=CCCCC2)c(C)o1	-5.2	0.3	3.5	-3.4	-2.2	3.3	i	0.6	i	-4.7

Record cards, from the list above. Order of screens: DNMT1 block	Rin1-Abl PPI inh	SUMO1 PPI mod	Scp-1 inhibitor	STEP inh	CSN inh	Rpn11 block	LMPTP block	Neddylation inh	NadD block
Results for C=CCOC(=O)Nc1nc(CCNC(=O)OC(C)(C)C)c(C(=O)O)s1 = .	.	1.3	.	.	-2.2	.	-2.6	i	.
Results for Cc1cc(C(=O)OCC(=O)NCc2ccccc2Cl)c(C)o1 = 6.1	2.5	2.7	-8.3	-3.0	-3.9	i	0.7	i	-6.9
Results for CC(C)(C)C1CCC(OC(=O)C[N+]2(C)CCCC2)CC1 (stereo not drawn) = -0.6	1.5	-0.1	1.8	0.5	-2.6	i	-0.5	i	7.7

Continuation.
SMILES	DNMT1 block	Rin1-Abl PPI inh	SUMO1 PPI mod	Scp-1 inhibitor	STEP inh	CSN inh	Rpn11 block	LMPTP block	Neddylation inh	NadD block
Cc1ccc(Cc2c(-c3ccccc3)nc3c(Cl)cc(C(F)(F)F)cn23)cc1	0.2	5.6	-1.9	.	-9.8	6.4	i	-0.1	i	11.0
O=C(Nc1ccc2ccccc2c1)C(c1ccc(C(F)(F)F)cc1)n1c(=O)c(-c2cc3ccccc3[nH]2)nc2ccccc21 (stereo not drawn)	.	.	6.3	.	.	8.7	.	5.5	.	.
Cc1cc2ccccc2n1CCNC(=O)C(C)C	-4.4	-4.8	-26.5	-6.5	1.8	0.4	i	0.7	i	-1.1
CCOC(=O)/C(=C/c1ccc(N2CCC(c3ccccc3)=N2)cc1)C(C)=O	-6.4	0.7	-13.6	-3.1	-13.2	39.6*	.	9.0	i	0.4
Cn1c(NCc2ccco2)nc2c1c(=O)n(Cc1ccc(Cl)cc1Cl)c(=O)n2C	10.2	-0.2	7.1	-1.1	21.7	-1.0	i	1.4	i	-2.8
O=C(NCc1ccc(Cl)cc1)C(=O)NCC1OCCCN1S(=O)(=O)c1cccs1 (stereo not drawn)	-5.1	-1.6	1.0	-5.5	0.3	-0.7	i	0.3	i	3.8
CCn1cc(C(=O)O)c(=O)c2cnc(N3CCN(C(=S)NC(=O)c4ccc(OC)cc4)CC3)nc21	2.6	1.7	6.6	-4.7	10.1	2.8	i	65.3*	i	8.3
CCC(C)Sc1ccc(-c2nc3cc(C)ccn3c2NC2CCCCC2)cc1 (stereo not drawn)	34.2	1.9	1.6&3.3	26.3	-2.7	21.3&7.5	+	12.2&11.0	i	10.1&7.6
Cn1c(=O)c(=O)n(C)c2cc(S(=O)(=O)NCCc3ccccc3)ccc21	-1.9	-3.2	0.1	-9.4	0.5	0.7	i	0.4	i	4.4
CCOc1ccc2nc(Nc3nc(CSc4nnnn4-c4ccccc4)cc(=O)[nH]3)nc(C)c2c1	-0.4	-4.0	3.0	-3.7	4.1	9.2	+	3.8	i	2.5
COc1ccc(-c2c3c(=O)n(C)c(=O)n(C)c3cn2C2CCCCC2)cc1	-0.5	0.1	14.6	-6.6	-1.9	-3.5	i	1.1	.	4.1
O=C(NCc1cccnc1)C1CC(=O)N(c2ccc(Cl)cc2)C1 (stereo not drawn)	1.8	-2.7	2.5	-6.0	1.8	4.7	i	-0.8	i	-3.6
Cc1cccc(-n2c(SCC(N)=O)nc3c(c2=O)C2(CCCCC2)Cc2ccccc2-3)c1	-6.8	-0.6	1.0	-4.9	-0.1	6.2	i	2.1	i	13.8
CCN(CC(=O)N1CCCC1)S(=O)(=O)c1ccc2ccccc2c1	-0.4	0.0	1.0	-4.7	1.7	-3.7	i	-1.7	i	1.4
Cc1[nH]nc2c1C(CCc1ccccc1)C(C#N)=C(N)O2 (stereo not drawn)	-13.2	-1.7	-0.2	-0.3	-2.3	5.9	i	0.0	i	-3.4
CC(C)NC(=O)Nc1cccc2c1O[C@H](CN(C)C(=O)NC1CCCCC1)[C@@H](C)CN([C@H](C)CO)C2=O	-4.3	3.2	2.5	8.2	1.0	-2.6	i	-1.6	i	-0.2
Cc1ccc(CN(C)C(=O)c2c(C)nn(-c3ccccc3)c2C)cc1	-0.9	-0.6	-1.9	-9.3	-3.7	4.0	i	-7.8	i	1.1
CC(=O)Cc1nsc(NC(=O)c2ccc(COc3ccccc3)o2)n1	28.6	0.8	1.3	2.7	-6.2	-0.6	i	-0.1	i	-7.9
Nc1nnc(SCCCC(=O)c2ccc(Br)cc2)s1	2.1	-1.6	43.0*	4.6	0.1	6.9	i	-0.3	i	2.1
CN(C)S(=O)(=O)c1ccc(C(=O)NCCC(=O)N2CCCC2)cc1	2.0	-2.2	6.3	-4.4	-1.9	3.7	i	0.3	i	-8.5
CCC1=NC(c2ccc(Br)cc2)N(O)C1(C)C (stereo not drawn)	-1.7	3.5	2.2	-4.9	2.4	-15.2	i	-0.4	i	2.1
CCCCCCCC(=O)NNC(=O)c1c(O)c2ccccc2[nH]c1=O	23.6	-1.0	2.7	-10.6	0.3	2.0	i	-3.0	i	2.3
O=C(Nc1ccc(S(=O)(=O)Nc2ccccc2)cc1)C1COc2ccccc2O1 (stereo not drawn)	-11.5	0.1	4.0	-9.8	-3.7	4.8	+	12.8	i	-6.1
CCN1C(=O)C(F)(CC)C(=O)c2ccccc21 (stereo not drawn)	3.4	-1.2	-0.1	-7.6	3.1	-3.8	i	-1.4	i	-3.1
Cc1nc2c3ccccc3nc(NNC(=O)CCC(=O)N3CCN(c4ccc(F)cc4)CC3)n2n1	3.1	-3.3	3.3	-2.2	-0.1	-0.4	i	-0.2	i	9.0
Cc1c(Cl)cccc1NC(=O)Nc1ccccc1C(N)=O	-2.5	-1.0	2.1	-4.7	-3.5	1.1	i	-1.0	i	7.1
